Rv3671c protease: Rv3671c serine protease inhibitors, primary screen, biochemical, fluorescence polarization, M. tuberculosis H37Rv; inhibition, % at 5.96 µM; 0.048% of 320,000 active; AID 2606, 2010; in the data active means inhibition above about 38%;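 further: extracellular domain of Rv3671c used as enzyme; 0% = enzyme with DMSO and 100% = no enzyme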
Target sequence (P9WHR9 whole entry, looked up, the tested form may be a part): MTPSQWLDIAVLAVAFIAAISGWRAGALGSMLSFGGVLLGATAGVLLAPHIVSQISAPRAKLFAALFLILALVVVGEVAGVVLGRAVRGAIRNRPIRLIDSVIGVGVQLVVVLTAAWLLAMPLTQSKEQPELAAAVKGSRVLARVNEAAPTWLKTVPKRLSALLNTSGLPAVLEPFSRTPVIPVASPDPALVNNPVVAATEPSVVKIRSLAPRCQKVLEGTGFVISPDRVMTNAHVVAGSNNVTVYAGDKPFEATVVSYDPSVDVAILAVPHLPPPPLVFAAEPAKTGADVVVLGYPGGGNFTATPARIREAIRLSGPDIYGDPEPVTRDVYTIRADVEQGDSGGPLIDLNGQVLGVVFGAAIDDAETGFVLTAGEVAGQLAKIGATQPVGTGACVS
Anthrax LF prot: Bacillus anthracis LF protease inhibitors, primary screen, biochemical, multiplex microsphere, MLPCN library; inhibition, % at 10 µM; 0.12% of 360,000 active; multiplex microsphere protease cleavage assay; AID 588501, 2011; Lethal factor (Bacillus anthracis), P15917; further: plate controls were buffer without enzyme for full effect and enzyme alone for no effect
PriA SSB inh: inhibitors of Klebsiella pneumoniae PriA binding to SSB C-terminal tail, primary screen, biochemical, AlphaScreen. PriA–SSB C-terminal tail interaction (Klebsiella pneumoniae). AlphaScreen SSBct-PriA binding, biotinylated peptide. inhibition, % at 33 µM. 0.6% of 430,000 active; in the data active means inhibition mostly above about 37%, no sharp cut-off; inactive means mostly below about 20%;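 further: plate controls were negative control peptide for no effect and reference peptide for full effect; strong numbers were not always called active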
VHR inh abs: VHR1 phosphatase inhibitors, primary screen, biochemical, absorbance, uHTS; inhibition, % at 13.3 µM; AID 1654, 2009; 0.52% of 290,000 active; Dual specificity protein phosphatase 3 (Homo sapiens), P51452; recombinant VHR phosphatase, pNPP absorbance; in the data active means inhibition above about 50%; further: some compounds called inactive have numbers as strong as hits
Target sequence (P51452 whole entry, looked up): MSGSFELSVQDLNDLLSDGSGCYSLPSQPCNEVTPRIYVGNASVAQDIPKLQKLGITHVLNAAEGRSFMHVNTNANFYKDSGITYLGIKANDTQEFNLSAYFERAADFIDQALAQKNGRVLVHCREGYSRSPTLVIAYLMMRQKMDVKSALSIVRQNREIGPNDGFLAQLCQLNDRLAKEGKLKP
SARS 3CLpro inh: SARS-CoV 3CLpro protease inhibitors, primary screen, biochemical, quenched FRET; recombinant SARS-CoV 3CLpro, quenched FRET peptide cleavage; inhibition, % at 6 µM; 0.14% of 290,000 active; AID 1706, 2009; in the data active means inhibition above about 12%
CCHFV vOTU inh: CCHFV vOTU protease inhibitors, primary screen, biochemical, Pep-AMC substrate, fluorescence | Crimean-Congo hemorrhagic fever virus L polyprotein viral ovarian tumor (vOTU) protease … | inhibition, % at 11.5 µM | 0.55% of 370,000 active | AID 651958, 2012; in the data active means inhibition above about 30%; further: 0% = vehicle wells with enzyme and 100% = no enzyme wells
BoNT A protease: BoNT/A light chain protease inhibitors, primary screen, biochemical, flow cytometry, MLPCN library; AID 588499, 2011; inhibition, % at 10 µM; Botulinum neurotoxin type A light chain protease (Clostridium botulinum A str. ATCC 3502); 0.17% of 360,000 active; multiplex microsphere protease substrate cleavage; further: plate controls were buffer without enzyme for full effect and enzyme alone for no effect
PrPC TRFRET: inhibitors of human cell surface prion protein PrPC, primary screen, cell-based, TR-FRET | Major prion protein (Homo sapiens), P04156 | TR-FRET read-out | inhibition, % at 13.8 µM | 0.43% of 370,000 active | AID 720596, 2013; in the data active means inhibition above about 24%; further: 0% = median of the test wells and 100% = reference compound wells
MazEF act: activators of E. coli MazEF toxin-antitoxin RNase, primary screen, biochemical, fluorescence, uHTS | Endoribonuclease toxin MazF (Escherichia coli (strain K12)), P0AE70 | FAM/BHQ RNA-DNA oligo cleavage fluorescence, 5 h | activation, % at 20 µM | 0.32% of 350,000 active | AID 504720, 2011; in the data active means activation above about 50%
Target sequence (P0AE70 whole entry, looked up): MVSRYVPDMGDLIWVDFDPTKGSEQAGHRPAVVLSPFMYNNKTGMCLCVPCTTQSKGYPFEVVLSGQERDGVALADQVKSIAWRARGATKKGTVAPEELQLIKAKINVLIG
BoNT-F LC inh: BoNT/F light chain protease inhibitors, primary screen, biochemical, flow cytometry, MLPCN library | inhibition, % at 10 µM | 0.22% of 360,000 active | AID 588497, 2011 | Multiplex microsphere protease cleavage assay; in the data active means inhibition above about 35%, passing the limit was not always enough; inconclusive means no clear call, values can overlap the other calls; further: plate controls were buffer without enzyme for full effect and enzyme alone for no effect
Active calls of the source: *; ? = inconclusive; / = no result given; & = joins results of further samples. Unless noted, no stated cut-off is given here; in the data, active means inhibition above about 30%; inconclusive means no clear call, values can overlap the other calls; inactive means below that. Only part of the results is shown (hit frequency here may not be typical).

SMILES	Rv3671c protease	Anthrax LF prot	PriA SSB inh	VHR inh abs	SARS 3CLpro inh	CCHFV vOTU inh	BoNT A protease	PrPC TRFRET	MazEF act	BoNT-F LC inh
Cc1ccc2nsnc2c1S(=O)(=O)NC1CC1	3	-3	-5	-18	1	4	0.0	-16	2	3
COC(=O)C1=C(C)N(Cc2ccccc2)C(=O)N[C@H]1c1cccc(F)c1	2	-3	-12	/	/	9	0.1	-6	-1	-3
NC(=O)C1(N2CCCCC2)CCN(C(=S)Nc2ccc(Cl)cc2)CC1	/	-1	6	31	-5	-7	-2.6	-4	3	-2
Cc1ccc(CC(=O)NCCc2ccc(S(N)(=O)=O)cc2)cc1	4	7	-16	11	-4	13	-0.1	5	-4	19
Cc1cccc(NC(=O)CN(C)C(=O)/C=C/c2ccccc2)c1C	/	-1	-9	/	/	-2	0.4	-2	-13	6
CC(C)C(=O)Nc1ccc(NC(=O)c2cccs2)cn1	-1	-4	-14	-2	-4	9	1.3	0	3	-5
O=C(COC(=O)c1ccc(NS(=O)(=O)c2cccs2)cc1)Nc1nc2c(F)c(F)c(F)cc2s1	/	-4	-14	-3	-1	/	0.5	/	-16	-6
O=C1N=C(N2CCN(c3ccccc3)CC2)SC1Cc1ccccc1 (centres undefined)	-12	-2	1	8	10	7	-0.2	4	7	-5
COc1ccc(C)cc1S(=O)(=O)N1CCN(c2ccccc2)CC1	-5	-1	8	18	5	-10	-4.5	1	-6	?
O=C(NC1CCN(Cc2ccccc2Cl)CC1)c1ccccc1	1	0	-6	11	4	1	-1.9	-2	2	-2
Cc1ccc(SCC(=O)OCC(=O)N(CC(C)C)c2c(N)n(Cc3ccccc3)c(=O)[nH]c2=O)c(C)c1	10	2	-3	/	/	-7	-0.4	-2	7	-1
N#CCc1ccc(C(=O)c2ccccc2)s1	-1	-2	3	-2	-1	2	0.5	5	7	-12
O=C(NCc1ccc(Cl)s1)c1cc(COc2c(F)cccc2F)on1	-8	-4	-14	-1	5	14	-0.2	10	-19	-4
Cc1c(Oc2ccc(C(F)(F)F)cc2[N+](=O)[O-])ccc2c3c(c(=O)oc12)CCC3	-4	-2	-1	28	-1	-27	0.2	7	4	1
CC(C)C(NC(=O)c1ccccc1F)C(=O)NCC(c1ccco1)N1CCCCC1 (centres undefined)	1	-5	-6	/	/	17	-0.5	-8	-12	-3

3 structures already listed, ordered by SMILES length, low to high.
SMILES	Rv3671c protease	Anthrax LF prot	PriA SSB inh	VHR inh abs	SARS 3CLpro inh	CCHFV vOTU inh	BoNT A protease	PrPC TRFRET	MazEF act	BoNT-F LC inh
Cc1ccc2nsnc2c1S(=O)(=O)NC1CC1	3	-3	-5	-18	1	4	0.0	-16	2	3
CC(C)C(=O)Nc1ccc(NC(=O)c2cccs2)cn1	-1	-4	-14	-2	-4	9	1.3	0	3	-5
Cc1ccc(SCC(=O)OCC(=O)N(CC(C)C)c2c(N)n(Cc3ccccc3)c(=O)[nH]c2=O)c(C)c1	10	2	-3	/	/	-7	-0.4	-2	7	-1

(listing goes on)
SMILES	Rv3671c protease	Anthrax LF prot	PriA SSB inh	VHR inh abs	SARS 3CLpro inh	CCHFV vOTU inh	BoNT A protease	PrPC TRFRET	MazEF act	BoNT-F LC inh
CC1(C)CC(=O)C2=C(C1)N(c1ccccc1)C(=O)C(C(=O)OCc1ccccc1)C2 (centres undefined)	/	1	-8	/	/	-4	0.2	2	1	-1
COC(=O)CC1C(=O)NCCN1C(=O)CSc1nc2ccc([N+](=O)[O-])cc2s1 (centres undefined)	-26	0	4	5	3	-7	0.1	-41	15	0
CSc1nc(NC(C)=O)nc(C)c1Cl	/	-3	-2	10	-2	12	-0.3	2	5	-6
CCN(CC)S(=O)(=O)c1ccc2[nH]cc(C(=O)NCCC3=CCCCC3)c(=O)c2c1	-59	-1	-15	-22	1	16	0.3	9	2	8
Cc1ccc(-c2csc3nc(C)n(-n4cccc4)c(=O)c23)o1	0	-1	-1	15	-3	5	-0.5	-2	5	-13
O=S(=O)(NCCC1=CCCCC1)c1cccc2nsnc12	/	0	-4&15	-1	-1	-7	0.5	-15	7	5
CC1(C)CC(=O)C2=C(C1)NC(SCC(=O)Nc1ccccc1)=C(C#N)C21CCCCC1	2	-4	-8	23	3	5	-0.3	-8	-8	-2
O=C(/C=C/Nc1ccc([N+](=O)[O-])cc1Br)c1cccc2ccccc12	-4	18	/	-7	-3	-4	38*	-8	6	-4
Cc1ccc2[nH]c(=O)c(-c3noc(C(C)C)n3)cc2c1	-8	1	-25	5	4	-24	0.4	-4	12	3
O=C(O)c1ccc(S(=O)(=O)NCc2ccc3c(c2)OCO3)cc1	2	-7	-18	-2	0	-10	-3.9	7	-5	-35
CCc1ccc(-c2cc(C(=O)O)c3ccccc3n2)s1	/	-11	-12	-20	1	-225	1.7	-15	2	-4
CCN(CC)S(=O)(=O)c1cc([N+](=O)[O-])ccc1NNC(=O)Nc1ccc(F)cc1	2	-12	5	18	3	3	0.6	-5	-2	-3
CCCS(=O)(=O)N1CCCC(C(=O)N2CCC(Cc3ccccc3)CC2)C1 (centres undefined)	8	-3	4	10	0	5	-0.1	4	0	-4
COC(=O)C1CCN(S(=O)(=O)CCNC(=O)c2ccccc2)CC1	/	1	/	/	/	-6	-0.2	3	5	-3
Cc1cc(C)n(CC(=O)n2c3c(c4ccccc42)CCCC3)n1	-4	-6	-5	24	4	8	-1.7	6	-6	-17
Nc1nonc1-c1nc2ccccc2[nH]1	5	-1	-14	-18	-2	-6	-1.1	9	-7	-15
CC1CCCCN1CCNC(=O)C1CCCN(c2ncnc3c2nc2n3CCCCC2)C1 (centres undefined)	-1	1	-3	13	1	4	0.6	-7	2	6
CC(=O)Nc1cccc(NC(=O)CS(=O)(=O)c2cn(CC(=O)N3CCCC3)c3ccccc23)c1	-1	-1	-4	9	2	-4	-0.8	-2	2	1
CC(=O)NC1(C(F)(F)F)C(=O)NC(C)=C1C#N (centres undefined)	2	-1	-3	12	-8	7	0.3	-8	4	6
COc1ccc(NC(=O)c2cc3ccccn3n2)cc1	1	-9	-6	34	-2	1	-0.4	9	5	-5
O=C(CSC1CC(=O)N(CCc2ccccc2)C1=O)Nc1cccc(Cl)c1 (centres undefined)	-5	-4	-32	-10	4	-14	-1.5	8	-5	-12
Cc1ccc(C(=O)Nc2ccccc2C(=O)NCc2ccco2)cc1	0	0	-28	/	/	6	-0.4	5	9	-4
COc1ccc(OC(C)C(=O)NC2CCCCCCC2)cc1 (centres undefined)	5	-1	-20	1	-3	-7	-1.8	5	-2	-7
CCOC(=O)C(C(=O)NCc1ccc(F)cc1)c1ncc(C(F)(F)F)cc1Cl (centres undefined)	-8	1	-16	-1	-3	9	0.1	4	6	8
CC1=CC(=O)[C@@H](OC(=O)Nc2ccc(C)cc2)[C@@H](c2ccccc2Br)N1C	/	1	-10	/	/	-5	0.4	6	4	-5
CN(C)CCCn1c2c3ccccc3ccc2c2oc(=O)c3ccccc3c21	/	1	-18	/	/	-15	2.4	4	847*	-6
c1cc2c(cc1NC1=NCCO1)CCCC2	/	0	-9	/	/	-6	-0.3	-8	11	-13
CC1(C)C(C=C(Cl)Cl)C1C(=O)OCc1cccc(Oc2ccccc2)c1 (centres undefined)	1	-10	-29	/	/	14	0.5	8	-7	-4
CN(CC(=O)Nc1cccc(F)c1)C(=O)c1cccc2ccccc12	-8	-2	-4	/	/	5	-3.6	5	0	-11
O=C(OC1CCCCC1=O)c1cccc(S(=O)(=O)NCc2ccccc2)c1 (centres undefined)	-5	-2	-13	34	2	10	0.0	3	0	0
O=[N+]([O-])c1cc(S(=O)(=O)N2CCCC2)ccc1OCCOc1ccccc1	-4	4	11	/	/	8	-1.0	-9	1	-5
CCOc1ccc(NC(=O)c2ccc3c(c2)OCCO3)cc1S(=O)(=O)N(CC)CC	-4	2	-10	/	/	32*	0.7	2	-5	-6
COCCCNC(=O)Cc1ccccc1OC	0	-2	1	19	1	-3	0.8	3	6	1
C/C(=C\c1cccc(Cl)c1Cl)C(=O)c1c(C)cc(C)[nH]c1=O	-13	-8	-2	1	0	-8	-3.1	-1	-1	-21
O=C1[C@@H]2Cc3c([nH]c4ccccc34)C(c3ccc(Cl)cc3)N2C(=O)CN1CCO (some centres undefined)	-1	0	9	/	0	-13	0.3	-6	2	-32
O=C1CC(c2ccccc2)CC(O)=C1C=NC1CCCCCC1 (centres undefined)	-4	-2	-11	6	0	-12	0.6	4	5	3
CC(=O)C1=C(O)C(=O)N(c2ccccn2)C1c1ccc(C)cc1 (centres undefined)	-3	19	-1	3	-5	4	1.2	6	-117	-9
CCOC(=O)c1ccccc1NC(=O)CSc1nncn1C	2	-2	-5	17	4	-17	-1.0	-1	12	0
COc1ccc(S(=O)(=O)N2CCN(Cc3cc4c(cc3Br)OCCO4)CC2)cc1	/	-5	-5	/	/	5	-1.3	-2	2	-1
Cc1ccc(C(=O)c2coc3ccc(O)c(CN4CCN(C)CC4)c23)cc1	-8	-2	6	21	3	-5	1.5	-4	13	-10
COc1ccccc1-n1c(=O)[nH]c2c(C(N)=O)nc(-c3cccnc3)nc21	2	-4	-7	14	/	-13	0.4	1	6	2
O=S(=O)(c1ccccc1)n1ccc2cccnc21	-1	1	-7	21	2	1	0.3	-2	3	10
O=C(COc1cccc(NC(=O)c2cccs2)c1)c1ccc(F)cc1	-8	-2	8	7	-1	6	-0.6	12	7	-8
CCS/C(N)=N/N=C/c1cc(C)ccc1O	-3	4	/	37	2	12	-0.2	-5	-1	0
Cn1c(=O)c2c(nc(Br)n2CCc2ccccc2)n(C)c1=O	3	1	-2	0	0	3	0.1	-1	-4	13

Next section, starting with the last 2 of the part before.
SMILES	Rv3671c protease	Anthrax LF prot	PriA SSB inh	VHR inh abs	SARS 3CLpro inh	CCHFV vOTU inh	BoNT A protease	PrPC TRFRET	MazEF act	BoNT-F LC inh
CCS/C(N)=N/N=C/c1cc(C)ccc1O	-3	4	/	37	2	12	-0.2	-5	-1	0
Cn1c(=O)c2c(nc(Br)n2CCc2ccccc2)n(C)c1=O	3	1	-2	0	0	3	0.1	-1	-4	13
Cc1ccc(NC(=O)CNC(=O)c2ccc(C(C)(C)C)cc2)cc1S(=O)(=O)N1CCOCC1	-9	-1	-2	/	/	19	0.0	-1	8	-7
Cc1ccc(NC(=O)COC(=O)Cn2cnc3ccccc32)c([N+](=O)[O-])c1	6	1	-1	-8	0	12	-0.2	-18	2	3
O=C(CCl)Nc1ccc(-c2ccccc2)cc1	-7	1	-6	22	9	-3	-1.1	-8	-1	-1
CCOC(=O)C1=C(C)NC(=O)NC1c1ccc(-c2ccccc2F)o1 (centres undefined)	-6	-5	-1	5	5	6	0.6	-3	-1	-4
O=c1c(Cl)c(Cl)cnn1Cc1nnc(-c2ccc(Cl)cc2)o1	/	-6	-13	4	2	-7	0.1	-6	-8	2
COc1ccc(/C=C2\CCCC3C2=NN(C(=O)CSc2n[nH]c(N)n2)C3c2ccc(OC)cc2)cc1 (centres undefined)	-15	-2	3	29	0	5	0.2	7	3	-6
O=C(CC1S/C(=N/N=C/c2c[nH]c3ccc(OCc4ccccc4)cc23)NC1=O)Nc1ccccc1 (centres undefined)	-13	-2	/	43	-5	10	0.4	4	13	0
